# From PubChem
# IMPase Li cell = membrane-permeable IMPase blocker, potentiated with lithium | Potency, µM (titrated, usually from 59.4 µM), inactives show top-dose activity, negative = IMPase inhibition, most hits filed as inhibitors | actives 0.35% (n = 210,000) | CHO-M1 cells, IP1 TR-FRET (IP-One), carbachol + lithium | AID 1457;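 also: IP1 builds up when IMPase is blocked and the TR-FRET signal falls; potency is read from the fitted curve at half-maximal effect; plate controls were basal vehicle for no effect and high inhibitor control for full effect; nearly all actives have a fitted effect of over 50% in size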
#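 CHO-M1, 2000 cells/well, 16–30 h culture; cpd + low Li+, 30 min 37C; lysis with d2-IP1/Eu-anti-IP1 Ab, 10 min RT; TR-FRET 665/620 ratio and 620 channel; AC50 via Hill.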
# NPSR antagonist = blocks cAMP signaling of the human neuropeptide S receptor; Q6W5P4; CHO-NPSR cells, cAMP TR-FRET, antagonist mode; Potency, µM (series often up to 38.3 µM), inactives show top-dose activity change, negative = inhibition, actives largely listed as inhibitors; actives 1% (n = 220,000); AID 1461; also: potency is read from the fitted curve at half-maximal effect; % is scaled to controls: 0 for no effect and ±100 for the full control effect; nearly all actives have a fitted effect of over 50% in size; many of its hits are not listed in these tables
# GLA spleen mod = inhibits or activates alpha-galactosidase in human spleen homogenate. P06280. actives 0.008% (n = 240,000). human spleen homogenate, 4MU-alpha-Gal fluorescence, 40 min. Potency, µM (series often up to 80 µM), for the others: at the top dose activity change, negative = inhibition, hits mostly inhibitors;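 also: potency is read from the fitted curve at half-maximal effect; 0% = enzyme with vehicle and -100% = no enzyme basal signal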
# Target sequence (P06280 32-429 limits assumed): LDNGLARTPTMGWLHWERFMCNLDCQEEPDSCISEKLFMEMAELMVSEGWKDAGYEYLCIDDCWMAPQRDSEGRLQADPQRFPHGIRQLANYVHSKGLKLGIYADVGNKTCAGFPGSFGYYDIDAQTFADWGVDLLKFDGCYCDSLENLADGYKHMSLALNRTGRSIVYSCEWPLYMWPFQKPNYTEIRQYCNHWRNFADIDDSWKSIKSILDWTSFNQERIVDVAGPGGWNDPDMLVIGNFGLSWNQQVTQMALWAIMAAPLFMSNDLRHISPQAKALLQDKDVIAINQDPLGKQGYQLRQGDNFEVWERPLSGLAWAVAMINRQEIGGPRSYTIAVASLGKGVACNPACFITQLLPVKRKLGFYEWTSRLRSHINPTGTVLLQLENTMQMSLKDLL
#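 Fluorogenic readout (Ex 365/Em 440 nm) of 4-methylumbelliferone released from 1 mM 4-MU-alpha-galactoside by spleen homogenate, 40 min at 37C, pH 5.0. Data normalized to no-enzyme and enzyme controls; Hill-equation AC50 from compound titrations.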
# CBFb RUNX1 block = blocks binding between human CBF-beta and RUNX1 | Q01196+Q13951 | AlphaScreen CBFb-His/RUNX1-biotin binding, biochemical | Potency, µM (highest dose often 59.8 µM), for the others: top-dose activity, negative = inhibition, most hits filed as inhibitors | 230,000 tested, under 10 active; also: % of control where 0% means no effect
# Target sequence (Q01196 whole entry, looked up): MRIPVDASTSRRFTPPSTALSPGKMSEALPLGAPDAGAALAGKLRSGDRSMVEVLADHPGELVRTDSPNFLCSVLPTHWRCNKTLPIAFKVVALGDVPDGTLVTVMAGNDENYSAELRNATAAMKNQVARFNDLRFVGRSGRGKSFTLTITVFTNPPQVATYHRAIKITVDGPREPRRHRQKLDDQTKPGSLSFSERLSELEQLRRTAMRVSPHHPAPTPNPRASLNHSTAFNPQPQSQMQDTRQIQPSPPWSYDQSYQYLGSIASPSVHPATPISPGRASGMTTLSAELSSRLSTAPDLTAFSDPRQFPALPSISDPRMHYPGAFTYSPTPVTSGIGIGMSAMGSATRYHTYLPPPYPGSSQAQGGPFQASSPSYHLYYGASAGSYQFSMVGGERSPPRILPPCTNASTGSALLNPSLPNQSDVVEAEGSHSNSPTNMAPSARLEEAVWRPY
# Target sequence (Q13951 whole entry, looked up): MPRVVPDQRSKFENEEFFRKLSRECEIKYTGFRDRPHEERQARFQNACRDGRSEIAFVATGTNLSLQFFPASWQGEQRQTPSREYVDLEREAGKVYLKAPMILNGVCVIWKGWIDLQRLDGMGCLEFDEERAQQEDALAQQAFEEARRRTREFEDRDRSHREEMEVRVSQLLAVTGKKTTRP
#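 His-tagged CBF-beta and biotinylated RUNX1 (30 nM each) were premixed 20 min at room temperature, exposed to compound for 15 min, then given nickel-chelate and streptavidin AlphaScreen beads (50 ng each). After 90 min, AlphaScreen signal was read.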
# Lamin A splicing = modulators of lamin A splicing | actives 0.01% (n = 200,000) | HeLa LMNA splicing GFP/RFP minigene ratio, 48 h | Potency, µM (titrated, usually from 46.1 µM), inactives show top-dose ratio change, negative = inhibition, most hits filed as inhibitors; active = well fitted inhibition curve with a large enough effect in the signal ratio, with a control signal flat, not every such curve was filed as active; inconclusive = small, poorly fitted or top-dose-only effect, or effect the other way, or a change in a side signal; the % refers to the signal ratio; also: potency is read from the fitted curve at half-maximal effect; % is scaled to controls: 0 for no effect and ±100 for the full control effect
#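 S3 HeLa cells stably expressing lamin A-EGFP splicing minigene plus DsRed2, 600 cells/well, 48 h compound exposure at 37C. Laser-scanning cytometry; analysed as GFP (500-530 nm)/RFP (575-640 nm) total intensity ratio; 0.5% DMSO vehicle.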
# KinaseGlo FLuc = counter-screen: inhibitors of Kinase-Glo firefly luciferase; Q27757; Potency, µM (top dose mostly 38.3 µM), for the others: at the top dose activity change, negative = inhibition, actives largely listed as inhibitors; AID 1379; actives 0.28% (n = 200,000); Kinase-Glo luciferase, ATP luminescence, 8 min; also: potency is read from the fitted curve at half-maximal effect; % is scaled to controls: 0 for no effect and ±100 for the full control effect; nearly all actives have a fitted effect of over 60% in size
#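 Substrate mix (final 50 mM imidazole pH 7.2, 50 mM KCl, 7 mM MgCl2, 10 uM ATP, 0.01% Tween 20, 0.05% BSA) plus pin-tool compound, then Kinase-Glo detection mix; 8 min ambient, luminescence read.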
# Epigenetic reg = regulators of epigenetic silencing causing reporter derepression in mouse cells | Potency, µM (doses to about 53.9 µM), without a hit: at the top dose GFP activation, most hits filed as activators | actives 0.2% (n = 280,000) | murine LDR cells, GFP reporter derepression, 30 h; also: potency is read from the fitted curve at half-maximal effect; % of control where 0% means no effect; nearly all actives have a fitted effect of over 60% in size
#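 Reporter derepression read as number of fluorescent GFP-positive objects, 20-120 um in size, counted by laser-scanning cytometer. Mouse LDR line with an epigenetically silenced CMV-GFP locus; compound incubation 30 h, 37 C.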
# The depositor's hits bear a star; ? = inconclusive; / = not tested or not shown; [ ] = another dose, or the depositor's remark. Unless noted, calls follow the shape of the dose curve; as a rule, active = well fitted curve in the direction sought with a large enough effect; inconclusive = small, poorly fitted or top-dose-only effect, or another doubt; inactive = no such curve, though single readings can be large; an effect the other way counts as inactive or inconclusive.
SMILES,IMPase Li cell,NPSR antagonist,GLA spleen mod,CBFb RUNX1 block,Lamin A splicing,KinaseGlo FLuc,Epigenetic reg
O=C(Nc1ncnc2sc3c(c12)CCCCC3)c1ccccc1,34%[activator][38.3 µM],-13%[46.1 µM],6%,1%,12%,-3%,-0.5%
COc1ccc(OC)c(NS(=O)(=O)c2ccc(Cl)nc2)c1,-6%,3%,2%,-5%,4%,-1%,-0.9%
CCN(CC)c1ccc(/C=N/OC(C)C(=O)Nc2ccc(C)cc2)cc1 (centres undefined),9%,-9%,-2%,1%,?,0%,-1.1%
Cc1ccccc1-c1cc(C(=O)Nc2sc(C)c(C)c2C(N)=O)c2ccccc2n1,49%[activator][38.3 µM],-21%[46.1 µM],4%,-3%,-4%,-3%,3.9%
CCN(CC)C(=O)c1cn(CCC#N)nc1-c1ccc2c(c1)OCCO2,-1%,15%,8%,-7%,1%[46 µM],-2%,0.0%
COc1ccccc1OCC(=O)OCC(=O)Nc1ncc(Cl)cc1Cl,23%[38.3 µM],-11%[46.1 µM],3%,4%,?,-2%,-0.1%
O=C(NCCN1CCCCCC1)C1CC(=O)N(CCc2ccccc2)C1 (centres undefined),-2%[38.3 µM],-11%[46.1 µM],4%,-1%,15%,-3%,-1.9%
CN(C)S(=O)(=O)c1cccc(NC(=S)NCCc2ccccn2)c1,1%,9%,6%,-7%,7%[46 µM],0%,-0.3%
CNc1nc(-c2ccc3c(c2)CCN3C(=O)c2cccc(F)c2)cs1,/,-22%,1%,-4%,/,/,0.2%
CCOc1ccc(C(=O)N/N=C/c2ccccc2[N+](=O)[O-])cc1,-10%,-10%,-10%,2%,0%,-3%,-5.6%
COc1ccc(F)cc1C(=O)C1CCCN(Cc2cccn2-c2ccccn2)C1 (centres undefined),18%,-3%,-15%,0%,/,3%,-0.7%
COc1ccc(CCNC(=O)c2cc(S(=O)(=O)N3CCC4(CC3)OCCO4)ccc2F)cc1OC,3%,2%,-1%,5%,/,0%,-1.2%
CSCCC(NC(=O)OC(C)(C)C)C(=O)Oc1ccc2c(=O)c(-c3ccc4c(c3)OCCO4)coc2c1 (centres undefined),-7%[38.3 µM],-13%[46.1 µM],12%,2%,?,0%,-2.3%
CCN(CC)S(=O)(=O)c1ccc2c(c1)c(C(=O)O)cn2C,29%[38.3 µM],3%[46.1 µM],-3%,0%,8%,0%,0.0%
CC(C)Cn1nnnc1S(=O)(=O)CC#N,4%,/,5%,-1%,/,-3%,-0.1%
O=c1c[n+]([O-])c2ccccc2n1OCc1ccccn1,11%[38.3 µM],-7%[46.1 µM],-4%,6%,2%,-3%,?
CCOc1ccccc1C(C(=O)NCCOC)N(CCOC)C(=O)Cn1nnc2ccccc21 (centres undefined),9%,-11%,-1%,-1%,17%[46 µM],1%,0.1%
COC(=O)C1=C(O)/C(=C\c2cc(C)n(-c3ccccc3C)c2C)N=C1C,43%[activator][38.3 µM],-2%[46.1 µM],-6%,-12%,-9%,-8%,-2.9%
CC(=O)CSc1nc2cc3c(cc2cc1C#N)OCCO3,-27%,-26%,6%,6%,?,4.5µM*,?
Cc1cccc2cc3c(N)c(C(=O)Nc4ccc(N5CCOCC5)cc4)sc3nc12,22%[38.3 µM],-27%[46.1 µM],0%,-4%,-20%,-4%,?
COc1cc(CNC2CCCCCC2)cc(OC)c1OC,-18%[38.3 µM],-6%[46.1 µM],-16%,9%,4%,-5%,0.0%
COc1cccc(NC(=O)c2ccc(C(=O)c3ccccc3)o2)c1,15%,-25%,-4%,-7%,?,3%,-0.4%
O=C(NCc1ccco1)c1cc(-c2ccncc2)nc2ccccc12,-1%[38.3 µM],-10%[46.1 µM],0%,0%,5%,0%,-1.0%
N#Cc1cc(-c2ccccc2)cnc1Sc1ccc(Cl)cc1,1%[38.3 µM],-21%[46.1 µM],-6%,7%,12%,3%,-1.5%
CCN(CC)S(=O)(=O)c1cccc(-c2csc(C)n2)c1,/,-3%,4%,5%,/,/,3.1%
O=C(O)Cc1ccc(NC(=S)Nc2ccc(Br)cc2Cl)cc1,/,9%,5%,5%,/,/,0.2%
CC(C)CNC(=O)CSc1nnc(-c2cccc(S(=O)(=O)N3CCCCC3)c2)o1,?,-9%[46.1 µM],-3%,1%,?,-3%,-0.2%
COc1cc(OC)cc(-c2n[nH]c(=S)n2-c2cc(OC)ccc2OC)c1,26%[38.3 µM],-9%[46.1 µM],-1%,1%,0%,-4%,1.0%
O=C(Nc1ccccc1C(=O)N/N=C/c1ccco1)c1ccc(Cl)cc1,4%,-16%,6%,-2%,-17%,13µM*,0.0%
CC(C)N(CCn1c(SCC(=O)N2CC(=O)Nc3ccccc32)nc2ccccc2c1=O)C(C)C,9%,-21%,-7%,8%,-10%[46 µM],7%,-1.1%
CCOC(=O)CCn1cnc2ccc([N+](=O)[O-])cc2c1=O,2%,6%,3%,7%,-5%[46 µM],-3%,-1.5%
N#CC(c1ccc(Cl)nn1)c1ccc(Cl)cc1Cl (centres undefined),26%[38.3 µM],-24%[46.1 µM],-2%,3%,-4%,-5%,-1.0%
Nc1cc(=O)[nH]c(N2CCN(c3ccccc3)CC2)n1,0%,1%,-2%,13%,-9%[46 µM],0%,-2.7%
Cc1nc2c(c(=O)n1CCC(C)C)c1nc3ccccc3nc1n2Cc1ccc2c(c1)OCO2,-1%[38.3 µM],4%[46.1 µM],4%,7%,0%,-1%,-1.1%
O=c1c(-c2ccc(Cl)cc2)nc2cnc(Nc3ccccc3)nc2n1C[C@H]1CCCO1,-3%,/,0%,/,22%,/,/
O=C(NCc1ccco1)c1ccc2nc3sc4c(c3c(=O)n2c1)CCCC4,11%,10µM*,14%,15%,2%,-3%,?
Nn1c(SCc2ccc(Br)cc2)nnc1-c1ccccn1,15%,-4%,3%,-22%,?,1%,-3.2%
CC(=O)Cn1c(CN2CCCCC2)nc2ccccc2c1=O,-3%,8%,2%,-3%,10%[46 µM],-1%,-1.4%
CN(C)CCCN1C(=O)c2oc3ccc(Cl)cc3c(=O)c2C1c1cccnc1 (centres undefined),1%,14%,-7%,-1%,0%,4%,1.0%
O=C(O)CCc1c(C(=O)O)[nH]c2ccccc12,-4%[38.3 µM],-4%[46.1 µM],8%,-1%,0%,-3%,-1.1%
O=C(Cl)c1ccccc1[N+](=O)[O-],16%,/,-6%,4%[21.7 µM],/,/,/
Cc1c(/C=N\NC(=O)c2cc3ccccc3o2)c2ccccc2n1C,6%,0%,-4%,-1%,-4%[9.22 µM],3%,3.3%
CCC(=O)Nc1sc2c(c1C#N)CCC2,-16%,7%,5%,-19%,/,-1%,11%
CC(C)c1ccccc1NC(=O)COC(=O)C1(C)CC1(Cl)Cl (centres undefined),12%,-11%,6%,13%,?,-2%,-0.8%
COc1ccc(O[C@H]2C=C[C@@H](c3ccccc3)O[C@H]2COC(=O)CC/C(C)=N\OC[C@@H](O)COCc2ccco2)cc1,/,/,-5%[17.5 µM],0%[13.1 µM],/,/,0.0%[10.1 µM]
O=C(CC1(O)C(=O)N(CN2CCOCC2)c2ccccc21)c1ccccc1 (centres undefined),-16%[38.3 µM],-13%[46.1 µM],1%,0%,?,-1%,-0.7%
COc1ccccc1C1CC(=O)NC(C)=C1C(=O)OC(C)C (centres undefined),19%,-7%,7%,2%,23%[46 µM],0%,0.0%
COc1ccc(S(=O)(=O)CCC(=O)NCCc2cccc(C)c2)cc1,32%[activator][38.3 µM],-11%[46.1 µM],-5%,2%,5%,1%,3.1%
CCCC(=O)Nc1c(-c2ccccc2)c(=O)c(C)nn1-c1ccc(C)cc1,/,-4%,-4%,6%,/,/,-1.1%
Nc1nc(COc2ccc(Cl)cc2)cs1,2%,18%,9%,-7%,-6%[46 µM],-4%,-2.3%
O=C(Nc1ccc(F)cc1)C(c1ccccc1)N1CCN(C(=O)c2ccco2)CC1 (centres undefined),16%[38.3 µM],-16%[46.1 µM],-3%,-1%,1%,0%,-3.1%
CC1CC(C)(C)CC2(C1)NC(=O)N(CC(=O)NC1CCCc3ccccc31)C2=O (centres undefined),3%,-10%,3%,9%,6%,-2%,-1.0%
C(#Cc1ccccc1)CN1CCOCC1,2%,19%,2%,6%,/,10%,1.0%
Cn1c(C(O)c2ccc(Br)cc2)nc(Cl)c1Cl (centres undefined),/,-15%,3%,6%,/,/,1.0%
CCC(C)c1ccc(NC(=S)NCc2ccccc2OC)cc1 (centres undefined),15%,-36%,-7%,-1%,/,2%,-2.6%
COc1ccc(NC(=O)c2ccco2)c(OC)c1,-6%[38.3 µM],-5%[46.1 µM],-2%,1%,2%,-1%,0.0%
COC(=O)C1=C(C(=O)OC)[C@@H]2Nc3ccccc3[C@@]23C[C@@H](C(=O)OC)N(C(=O)C2CCC2)C3=N1,4%,/,12%[17.5 µM],-7%[13.1 µM],4%[9.22 µM],0%[7.66 µM],/
CC(C#N)(Nc1ccc(Cl)cc1)c1cccnc1 (centres undefined),1%,9%,6%,1%,10%,1%,-0.9%
O=C(OCC(=O)N1CCCc2ccccc21)c1ccc(Cl)nc1,-6%,18%,1%,-1%,0%,4%,0.0%
Cc1ccc(N2CC(=O)N(NC(=O)Nc3ccc(Cl)c(Cl)c3)CC2=O)cc1,/,5%,4%,7%,/,/,1.0%
Cc1cc(C)c(S(=O)(=O)c2ccccc2Cl)c(Cl)n1,20%,-11%,3%,17%,6%[46 µM],-1%,-0.3%
CCCCCCc1cc2cc(C(=O)OCC)c(=O)oc2cc1O,/,4%[7.67 µM],4%,11%,/,/,-0.3%

# The list is partial. The share of hits here may be higher or lower than overall.
